Screening data deposited in PubChem BioAssay by National Center for Advancing Translational Sciences (NCATS).
S3 lipid droplet – qHTS Assay for Lipid Storage Modulators in Drosophila S3 Cells; Potency in µM for hits, for the others lipid storage change, negative = inhibition, % at the top dose, mostly 46.1 µM; Drosophila S3 cells, BODIPY lipid droplet fluorescence, 18-24 h; cells fed with added oleic acid; 320,000 compounds, 0.64% hits; active = well fitted inhibition curve with a large enough effect in the signal ratio, with a control signal flat, not every such curve was filed as active; inconclusive = small, poorly fitted or top-dose-only effect, or effect the other way, or a change in a side signal; the % refers to the signal ratio
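Drosophila S3 cells got compounds at several concentrations plus oleic acid (400 uM solution). Laser-scanning cytometry with 488 nm excitation read lipid droplets at 500-530 nm and cells at 575-640 nm. Percent activity was relative to 20 uM Triacsin C.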
S3 lipid droplet cell count max – further read-out of S3 lipid droplet, marked with its call; cell number change, %; measured here: cell count max response;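 cells counted by Cell Tracker Red CMTPX staining in the red channel; peak over a dose series mostly up to 46.1 µM; percent activity relative to internal control wells on each plate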
Active calls of the source: *; i = inactive; ? = inconclusive; . = no result given; [ ] = dose if it differs, or a comment. % is set by controls: 0 for no effect and ±100 for the full control effect; potency is the fitted concentration of half-maximal effect.

S3 lipid droplet,S3 lipid droplet cell count max,SMILES
?,.,COc1ccc(N2CC(C(=O)N3CCN(c4ccccc4)CC3)CC2=O)cc1 (centres undefined)
?,.,O=C(CN1C2CCCC1CC(NC(=O)C1CCCCC1)C2)NCc1ccc(F)cc1 (centres undefined)
0.5%[9.22 µM],3.3,O=C(NCC1CCCO1)C1CC(=O)N(c2ccc(F)c(Cl)c2)C1 (centres undefined)
?,.,Cc1onc(-c2ccccc2Cl)c1C(=O)OCc1nnc(-c2ccccc2)o1
?,.,Cc1cccc(NC(=O)c2ccc3c(c2)C(=O)N(c2ccccc2C)C3=O)n1
?,.,CCC(=O)Nc1nc2c(c(=O)[nH]1)CCCC2
-100.0%,-28.2,COCCC(=O)N1CCC(Oc2ccc(C(=O)N3CCCCC3CCO)cc2)CC1 (centres undefined)
-13.1%,-2.5,COc1cccc(CNC(=O)CCC2CCCN(Cc3cc4ccccc4o3)C2)c1 (centres undefined)
11.0%,2.7,Cc1ccc(OCC(=O)Oc2ccc(C(C)C)cc2)cc1
?,.,Fc1ccc(C2CC(c3ccccc3)Nc3ncnn32)cc1 (centres undefined)
?,.,CCC1(c2ccccc2)NC(=O)N(CC(=O)N(C)CC(=O)Nc2cccc(OC)c2)C1=O (centres undefined)
?,.,CCC(C(=O)OCC(=O)NC(=O)c1ccccc1)c1ccccc1 (centres undefined)
-6.0%,17.3,CCC(C)Sc1ccc([C@H]2N[C@@](Cc3ccccc3)(C(=O)OC)[C@H]3C(=O)N(C)C(=O)[C@@H]23)cc1 (some centres undefined)
17.3%,8.1,CCCCSCCCNC(=O)c1ccc(CS(=O)(=O)c2ccccc2OC)o1
?,.,Cc1cc(C)cc(C(=O)Nc2nc3ccccc3[nH]2)c1
?,.,COC(=O)c1cn(Cc2cccnc2)c(=O)c2ccccc12
-0.1%,7.0,CC(=O)OCC#CCSc1nc2ccccc2n1C
?,.,CCOc1ccc(Cc2nn[nH]n2)cc1
?,.,Cc1ccc(Nc2nnc(SCC(=O)Nc3cc(C(=O)O)ccc3C)s2)c(C)c1
-19.5%,8.6,Cc1ccc(OCc2cc(C(=O)N(C)CC3CCOCC3)no2)cc1C
?,.,Cc1ccc(C(=O)CN2C(=O)NC3(CCc4ccccc43)C2=O)c(C)c1 (centres undefined)
?,.,CCOc1cccc2sc(N3CCN(C(=O)c4ccc5ncsc5c4)CC3)nc12
?,.,CCN(CC)c1ccc(NC(=O)C2CC(=O)N(Cc3ccccc3)C2)cc1 (centres undefined)
?,.,Cc1csc2ncnc(N3CCN(S(=O)(=O)c4cccc(C(F)(F)F)c4)CC3)c12
?,.,Cc1ccccc1OCCN1C(=O)NC2(CCc3ccccc32)C1=O (centres undefined)
?,.,CC(=O)c1c(C)[nH]c(C(=O)OCc2ccc(F)cc2Cl)c1C
12.6%,-31.0,COc1cc2c(cc1OC)C(C(=O)Nc1ccc3c(c1)OCCO3)C1c3ccccc3CCN1C2=O (centres undefined)
-5.3%,-12.1,O=C(CSc1nccn1-c1ccc(F)cc1)Nc1ccc2c(c1)OCO2
-4.9%,19.4,O=C(Nc1ccccc1N1CCOCC1)c1cccnc1Cl
?,.,CN(C)c1ccc([C@@H]2[C@@H]([N+](=O)[O-])[C@H]3C=Cc4ccccc4N3[C@H]2C(=O)c2ccc(Cl)cc2)cc1
?,.,NS(=O)(=O)c1ccc(CCNC(=O)c2cc(-c3ccccn3)nc3ccc(Br)cc23)cc1
?,.,O=C(Oc1ccc2c(c1)CCC2)N1CCOCC1
?,.,CC(C(=O)NC(=O)NC1CCCCC1)N1CCN(c2ccc(O)cc2)CC1 (centres undefined)
13.2%,-11.1,CC(=O)NC(CCS(C)(=O)=O)C(=O)Nc1c(C)cccc1C (centres undefined)
?,.,O=C(CN1CC(=O)Oc2ccccc21)OCC(=O)c1cccc(Br)c1
?,.,CCCCn1c(N)c(N(CC(C)C)C(=O)c2ccncc2)c(=O)[nH]c1=O
i,-13.4,Cc1ccc(-c2[nH]c3ccccc3c2C(C[N+](=O)[O-])c2ccco2)cc1 (centres undefined)
?,.,COc1ccccc1CNC(=O)COC(=O)c1ccccc1SCC(=O)N1CCCC1
?,.,COc1cc(C(C(=O)NC2CCCC2)N(Cc2ccccc2)C(=O)c2snc(C(N)=O)c2N)ccc1O (centres undefined)
?,.,O=C(CC1Oc2ccccc2NC1=O)NCCCN1CCCC1=O (centres undefined)
?,.,CCCn1nnnc1NC(=O)c1ccc(C)cc1Cl
?,.,Cc1ccccc1NC1=C(Cl)C(=O)OC1OC(C)C (centres undefined)
-22.7%,7.5,CC12CCC(C(=O)Nc3cccnc3)(CC1=O)C2(C)C (centres undefined)
?,.,CC1CCc2sc(C(=O)NCC(C)(C)N3CCOCC3)cc2C1 (centres undefined)
?,.,O=C(Cc1ccc(S(=O)(=O)N2CCOCC2)s1)NC1CCCCC1
i,-9.0,CC1(NC(=O)c2ccccc2)CCN(CCCc2ccccc2)C1=O (centres undefined)
-2.0%,-16.6,COc1ccc(NC(=O)CSc2nncn2C)cc1OC
?,.,CCCCCn1c2nc3ccccc3nc2c2c(=O)n(CC(C)C)cnc21
7.9%,7.6,CCOC(=O)Cn1cc(C(=O)C(C)(C)C)c2ccccc21
?,.,CC(=O)c1cccc(NC(=O)CSCc2ccccc2)c1
?,.,CC(C)(C)c1ccc(OCC(=O)N/N=C/c2ccsc2)cc1
21.5%,-3.1,CC(C)c1ccc(N(CC(=O)NC(C)(C)C)C(=O)CCC(=O)Nc2nccs2)cc1
?,.,O=C(NN=C1CCCC1)c1cccc(Br)c1
1.2%,8.1,CCC(O)(c1ccc(OC)cc1)C(CN1CCOCC1)c1ccccc1 (centres undefined)
?,.,Cc1nn(C)c(C(=O)N/N=C/c2cc3c(cc2Br)OCO3)c1Br
-5.5%,-16.3,O=C(Nc1cccc(Cl)c1)OCCN1CCN(Cc2ccccc2)CCC1=O
?,.,COc1ccc(NC(=O)CN2CCC(NC(=O)C3CCCCC3)CC2)cc1
?,.,C=CCNC(=O)c1ccccc1NC(=O)c1ccccc1N(C)S(C)(=O)=O
?,.,CC1CCN(C(=O)COC(=O)Cc2c[nH]c3ccccc23)CC1
?,.,CC(=O)c1cccc(NC(=O)Nc2nc(C)cc(C)n2)c1

Of the compounds above, these contain a nitro group on carbon:
S3 lipid droplet,S3 lipid droplet cell count max,SMILES
?,.,CN(C)c1ccc([C@@H]2[C@@H]([N+](=O)[O-])[C@H]3C=Cc4ccccc4N3[C@H]2C(=O)c2ccc(Cl)cc2)cc1
i,-13.4,Cc1ccc(-c2[nH]c3ccccc3c2C(C[N+](=O)[O-])c2ccco2)cc1 (centres undefined)

The list continues.
S3 lipid droplet,S3 lipid droplet cell count max,SMILES
?,.,COc1cccc(-c2sc3ccc(OC)cc3c2C#CCC(C)O)c1 (centres undefined)
-1.9%,-9.2,COc1ccc(OC)c(NC(=O)c2cccnc2Sc2cc(C)ccc2C)c1
?,.,Cc1cccc(-n2c(Cc3cc(=O)[nH]c(=O)[nH]3)nnc2SCC(=O)NCC2CCCO2)c1 (centres undefined)
22.6%,-15.5,CSc1cccc(NC(=O)CN(c2cc(C)ccc2C)S(C)(=O)=O)c1
18.9%,-0.4,CSc1ccc(CN2CCCC(CNC(=O)c3ccc(F)cc3)C2)cc1 (centres undefined)
4.8%,10.3,Cc1ccc(S(=O)(=O)NN2C(=O)c3ccccc3NC2c2ccccn2)cc1 (centres undefined)
1.6%,-4.3,Cc1ccc(S(=O)(=O)NC(=O)c2cccc(C)c2)cc1
?,.,Cc1ccc(OCCC(=O)OCC(=O)NC(=O)NC2CCCCC2)cc1
?,.,N#CC(C#N)=C1C=CC=CN1/C(=C\c1ccco1)C(=O)c1ccc(-c2ccccc2)cc1
-3.4%,0.2,COc1ccc(NC(=O)c2cccc([N+](=O)[O-])c2)cc1
-0.9%,1.9,COc1ccc(/C=C\C(=O)Oc2cccc(/C=N/NC(=O)Cc3ccc(OC)c(OC)c3)c2)cc1
8.8%,18.9,NC(=O)NC(=O)CSc1nc2cc([N+](=O)[O-])ccc2n1-c1cccc(C(F)(F)F)c1
-3.8%,-2.4,CC(=O)N(CCC(c1ccco1)C(C)C)Cc1ccc(OC(C)C)cc1 (centres undefined)
i,.,COCCN(C(=O)COC(=O)c1ccccc1NCc1ccco1)c1c(N)n(Cc2ccccc2)c(=O)[nH]c1=O
7.2%,5.5,Cc1ccc(NC(=O)CSc2nnc(-c3cccnc3)s2)cc1

Reprinted at random: four compounds from above, in no set order.
S3 lipid droplet,S3 lipid droplet cell count max,SMILES
4.8%,10.3,Cc1ccc(S(=O)(=O)NN2C(=O)c3ccccc3NC2c2ccccn2)cc1 (centres undefined)
-1.9%,-9.2,COc1ccc(OC)c(NC(=O)c2cccnc2Sc2cc(C)ccc2C)c1
8.8%,18.9,NC(=O)NC(=O)CSc1nc2cc([N+](=O)[O-])ccc2n1-c1cccc(C(F)(F)F)c1
-3.8%,-2.4,CC(=O)N(CCC(c1ccco1)C(C)C)Cc1ccc(OC(C)C)cc1 (centres undefined)

Full records as entered above. Screens in order: S3 lipid droplet, S3 lipid droplet cell count max
N#CC(C#N)=C1C=CC=CN1/C(=C\c1ccco1)C(=O)c1ccc(-c2ccccc2)cc1 across the screens: ?, .
COc1cccc(-c2sc3ccc(OC)cc3c2C#CCC(C)O)c1 (centres undefined) across the screens: ?, .

Additional results.
S3 lipid droplet,S3 lipid droplet cell count max,SMILES
1.4%,-0.6,COc1ccc2c(C)cc(Sc3nnnn3-c3ccccc3)nc2c1
0.3%,8.8,CSc1sc(C(=O)N2CCCCC2)c(-c2cccs2)c1C#N
?,.,CN(CCCNC(=O)Cn1c(=O)c2cccn2c2ccccc21)Cc1ccccc1
i,-11.4,Cc1ccc(NC(=O)N2CCCc3ccccc32)cc1C
4.6%,-16.7,COc1ccc(Br)cc1S(=O)(=O)N1CCCC1
?,.,Cn1nnnc1SC(C(=O)Nc1ccc(F)cc1)c1ccccc1 (centres undefined)
?,.,O=C(c1ccccc1)N1CCN(c2ccc(Cl)cc2)CC1
?,.,Cn1c(=O)c(-c2ccccc2N)nc2ccccc21
-0.5%,.,CCOc1ccc(CCNC(=O)Cn2nc(C)c3c(C)n(-c4ccccc4)nc3c2=O)cc1OCC
10.5%,13.4,O=C(N/N=C/c1ccc(OC(=O)c2ccco2)cc1)c1ccncc1
?,.,CCC(C)C(NC(=O)OC(C)(C)C)C(=O)NC(C)C(N)=O (centres undefined)
?,.,COc1ccc(NC(=O)c2ccc(OCc3c(C)noc3C)c(OC)c2)cn1
i,12.8,Cc1cc(OCC(O)CN2CCOCC2)cc(C)c1Cl (centres undefined)
?,.,Cc1nn(CCCC(=O)NCc2ccc(F)cc2)c(C)c1[N+](=O)[O-]
?,.,CCC1(c2ccccc2)NC(=O)N(CC(=O)Nc2cc(S(=O)(=O)N3CCOCC3)ccc2OC(C)C)C1=O (centres undefined)
?,.,CC(CC(=O)N1CCN(S(=O)(=O)c2ccccc2)CC1)n1cncn1 (centres undefined)
?,.,CCS(=O)(=O)c1ccc2oc(Nc3ccccc3C)nc2c1
?,.,COC(=O)[C@H](Cc1ccccc1)NC(=O)[C@@]1(C)C[C@@H]1[C@@H](NC(=O)OCc1ccccc1)c1ccccc1
4.1%,0.0,CCc1nc(SCc2ccc(F)cc2)[nH]c(=O)c1C#N
?,.,O=C(NCCc1ccc(O)c(O)c1)C1COc2ccccc2O1 (centres undefined)
?,.,COc1cc([C@H]2c3[nH]c4ccccc4c3C[C@H]3C(=O)N4[C@@H](c5cc(OC)c(OC)c(OC)c5)c5[nH]c6ccccc6c5C[C@H]4C(=O)N23)cc(OC)c1OC
5.5%,4.3,O=C(NNC(=O)C12CC3CC(CC(C3)C1)C2)[C@@H]1C[C@H]1c1ccccc1
?,.,CCn1c2ccccc2c2nnc(SCC(=O)N3CC(C)OC(C)C3)nc21 (centres undefined)
-7.2%,-11.3,CC(=O)n1nc(-c2ccco2)nc1N
-9.0%,-14.9,O=C(O/N=C1/CCSc2ccccc21)c1ccccc1
5.1%,3.1,Cc1ccc(CN2CCN(Cc3cccn3-c3ccc(Cl)cn3)CC2CCO)o1 (centres undefined)
?,.,COc1ccccc1C(=O)Nc1ccnn1C1CCN(Cc2ncc[nH]2)CC1
?,.,COc1ccc2c(c1)cc1c(=O)n(CC(=O)NCCCN3CCOCC3)nc(C)n12
i,.,CCCn1nnc(NC(=O)COc2cc(C)ccc2C(C)C)n1
-0.4%,-3.0,CCc1cc2c(SCC(=O)Nc3ncc(Cl)c(C)c3Cl)ncnc2s1
?,.,CCOC(=O)C1=C(N)Oc2c(oc(CO)cc2=O)C1c1ccc(F)c(F)c1 (centres undefined)
-5.7%[0.0737 µM],.,Cc1ccc(N2CC(C(=O)NCc3n[nH]c(=O)c4ccccc34)CC2=O)cc1C (centres undefined)
8.6%,7.1,CC(C)(C)OC(=O)N1CSC[C@H]1C(=O)NC[C@H](CC(=O)O)c1ccc(Cl)cc1
?,.,CN(Cc1nc(-c2ccc(Cl)cc2)no1)C(=O)CCN1C(=O)[C@H]2CC=CC[C@H]2C1=O
?,.,CS(=O)(=O)N(CC(=O)N1CCN(c2cccc(Cl)c2)CC1)c1ccccc1
?,.,O=C(c1ccc(C23CC4CC(CC(C4)C2)C3)o1)N1CCOCC1
i,14.4,CCc1ccccc1NC(=O)CN(C)C(=O)CN1C(=O)NC2(CCCCCC2)C1=O
-2.7%,.,COc1ccc([C@H]2[C@@H]3C=CCC[C@@]3(C)C(=O)N2Cc2ccccc2)cc1Cl

Not all compounds are listed. The share of hits here may be higher or lower than overall.
